Screens (PubChem)
GalR3 antag = human GalR3 antagonism | HEK293 GalR3-CNG cAMP membrane potential fluorescence; galR3 body fused to GalR1 C-terminus | 0.44% of 360,000 active | inhibition, % at 3 µM | O60755;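 active = inhibition above the screen-wide average plus 3 SD, cut at about 13% in these data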;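 also: forskolin and galanin both at EC90 stimulate the cells; cAMP rise reported by CNG channel membrane potential dye signal; 0% = forskolin plus galanin with DMSO and 100% = forskolin alone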
V1aR counter = V1a receptor agonism, counter-screen for OXTR agonists | P37288 | CHO-V1R cells, Fluo-8 calcium fluorescence, agonist mode; 0% DMSO, 100% 3 nM vasopressin | activation, % at 3 µM | 0.25% of 320,000 active;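 active = activation above the mean activation of all tested compounds plus 3 SD, per screening run, cut at about 20% in these data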;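 also: signal is peak over basal fluorescence ratio across a 100 second FLIPR read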
Target sequence (P37288 whole entry, looked up): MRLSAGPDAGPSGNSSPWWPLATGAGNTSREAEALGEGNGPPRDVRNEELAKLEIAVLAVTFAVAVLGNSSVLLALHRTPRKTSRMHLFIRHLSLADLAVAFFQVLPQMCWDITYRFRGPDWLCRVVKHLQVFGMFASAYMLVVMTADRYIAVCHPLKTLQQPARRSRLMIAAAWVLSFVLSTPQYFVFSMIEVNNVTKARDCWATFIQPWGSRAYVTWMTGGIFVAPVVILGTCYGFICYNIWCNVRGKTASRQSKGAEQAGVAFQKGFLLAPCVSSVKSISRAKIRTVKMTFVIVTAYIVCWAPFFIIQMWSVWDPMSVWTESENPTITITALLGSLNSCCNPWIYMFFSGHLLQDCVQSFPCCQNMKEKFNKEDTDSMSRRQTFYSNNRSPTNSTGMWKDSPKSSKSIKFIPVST
PHOSPHO1 inh = PHOSPHO1 (human) inhibition; Q8TCT1; recombinant PHOSPHO1, absorbance phosphatase assay; inhibition, % at 13.3 µM; 1.1% of 290,000 active; in the data active = inhibition above about 60%
Target sequence (Q8TCT1 whole entry, looked up): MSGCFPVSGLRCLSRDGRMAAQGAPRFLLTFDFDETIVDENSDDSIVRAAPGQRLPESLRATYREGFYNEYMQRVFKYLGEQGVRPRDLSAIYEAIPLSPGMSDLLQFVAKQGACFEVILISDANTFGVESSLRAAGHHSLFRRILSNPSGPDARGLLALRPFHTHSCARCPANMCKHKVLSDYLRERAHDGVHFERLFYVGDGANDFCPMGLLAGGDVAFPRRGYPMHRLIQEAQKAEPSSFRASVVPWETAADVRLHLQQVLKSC
MEKK3 PB1 HTS = MEKK3-MEK5 PB1 interaction, increase or decrease. Q99759. bead-based flow cytometry, Alexa488-MEK5 binding to MEKK3; actives lie on both sides; 0 = blocked by unlabeled MEK5, 100 = vehicle. binding response (% of control), % at 10 µM. 1.4% of 290,000 active. AID 1529;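 active = binding response more than 3 SD above or below the average of its plate-row segment, actives on both sides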;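 also: Alexa488 bead fluorescence after subtracting the streptavidin-only scavenger bead signal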
OXTR agonist = activates the human oxytocin receptor; P30559; CHO-OTR cells, Fluo-8 calcium fluorescence; normalized: DMSO 0%, oxytocin 100%; activation, % at 3 µM; 0.32% of 320,000 active;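 active = activation above the mean of all tested compounds plus 3 SD, cutoff set per screening run, cut at about 20% in these data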;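 also: peak over basal fluorescence ratio from a 100 s FLIPR kinetic read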
Target sequence (P30559 whole entry, looked up): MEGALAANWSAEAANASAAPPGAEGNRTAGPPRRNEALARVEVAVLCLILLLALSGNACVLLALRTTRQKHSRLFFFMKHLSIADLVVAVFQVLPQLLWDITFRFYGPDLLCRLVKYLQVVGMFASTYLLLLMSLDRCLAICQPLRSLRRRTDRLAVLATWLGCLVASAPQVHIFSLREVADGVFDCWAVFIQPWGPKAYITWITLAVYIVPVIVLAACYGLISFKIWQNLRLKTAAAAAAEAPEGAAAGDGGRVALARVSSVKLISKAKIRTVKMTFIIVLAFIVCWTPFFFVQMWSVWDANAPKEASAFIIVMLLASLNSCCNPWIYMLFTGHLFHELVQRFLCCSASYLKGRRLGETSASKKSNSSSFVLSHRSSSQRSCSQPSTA
GPR7 antag = antagonists of human GPR7 (neuropeptides B/W receptor 1); 1.1% of 290,000 active; P48145; inhibition, % at 4.4 µM; GPR7-expressing cells, fluorescence antagonist assay; in the data active = inhibition above about 16%, passing the limit was not always enough;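 also: cells stimulated with the agonist NPW; 0% = agonist with vehicle and 100% = vehicle without agonist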
MEKK2mut PB1 HTS = signal of MEK5 binding to mutant human MEKK2 PB1 domain; bead flow cytometry, Alexa488-MEK5 binding to MEKK2 mutant; percent response, % at 10 µM; 0.35% of 290,000 active; AID 1530; in the data active = percent response above about 24%, passing the limit was not always enough; also: inactives centre near 1; some results filed as inactive read as strong as hits; reference of the scale not given here
NALP1 inh = inhibitors of NALP1 inflammasome in yeast; S. cerevisiae NALP1/ASC/caspase-1 growth, X-gal OD620, 72 h; 0.61% of 280,000 active; inhibition, % at 10 µM; AID 2071; in the data active = inhibition mostly above about 24%, no sharp cut-off; inactive = mostly below about 32%; also: some compounds called inactive have numbers as strong as hits
MEKK2 WT-MEK5 = raises or lowers MEK5 binding to wildtype human MEKK2 PB1 domain; binding response (% of control), % at 10 µM; Q9Y2U5; AID 1531; 1.1% of 290,000 active; bead flow cytometry, Alexa488-MEK5 binding to MEKK2 WT; actives lie on both sides; in the data active = binding response below about 67% or above about 130%
Starred values were filed as active, the others as inactive; / = no result given; [ ] = remark or other dose. Compounds were not picked by outcome; 5.4% or so of the library scored in one or more.

SMILES | MEKK2 WT-MEK5 | MEKK2mut PB1 HTS | GPR7 antag | NALP1 inh | OXTR agonist | V1aR counter | MEKK3 PB1 HTS | PHOSPHO1 inh | GalR3 antag
Cc1ccc(/C=N/n2c(-c3cccnc3)n[nH]c2=S)o1 | 97.0 | 1.0 | -11.5 | 1.0 | -0.6 | 0.2 | 102.0 | -99.7 | -3.0
O=C(Nc1cccc(F)c1)c1ccc2c(c1)OCCO2 | 97.0 | -1.0 | -5.3 | 11.5 | 2.0 | 5.6 | 103.0 | 9.6 | -6.0
O=C(CCCCCCCCN1C(=O)c2ccccc2C1=O)N1CCOCC1 | 91.0 | -2.0 | -4.6 | 12.4 | 1.9 | 0.1 | 94.0 | -0.3 | -3.6
CC12CN3CC(C)(CN(C1)C3c1ccc(Cl)cc1Cl)C2O (configuration not stated) | 107.0 | 6.0 | -8.4 | 9.3 | 1.3 | 0.4 | 107.0 | 8.7 | -3.2
CC(/C=C/c1ccccc1)=N\NC(=O)c1ccncc1 | 100.0 | -2.0 | -9.9 | 5.4 | 0.8 | -0.4 | 93.0 | -9.1 | 3.1
CC(=O)Nc1ccc(-c2cn3cc(C)ccc3n2)cc1 | 101.0 | -1.0 | -6.1 | 26.8 | 0.7 | 6.3 | 101.0 | 2.6 | 4.5
COc1cccc(OCC(O)CNC(=O)c2oc3c(C)c(C)ccc3c2C)c1 (configuration not stated) | 107.0 | 11.0 | -12.5 | / | -0.1 | 0.4 | 111.0 | / | 3.2
O=C(CC12CC3CC(CC(C3)C1)C2)Nc1nncs1 | 97.0 | -4.0 | -8.6 | 11.7 | -0.3 | -0.6 | 101.0 | 41.4 | -3.2
C=CCN1C(=O)[C@@H]2Cc3c([nH]c4ccccc34)C(c3cc(OC)c(OC)c(OC)c3)N2C1=S (some centres not stated) | 93.0 | 8.0 | 16.1 | -70.9 | 4.3 | 5.0 | 101.0 | 42.2 | -7.8
COc1cccc(N2CCN(C3CC(=O)N(c4ccc(Cl)c(Cl)c4)C3=O)CC2)c1 (configuration not stated) | 110.0 | 0.0 | -4.6 | 12.7 | 6.1 | 7.1 | 103.0 | 10.9 | -6.8
CCOc1ccc(CCNC(=O)COC(=O)/C=C/c2ccc(OCC#N)c(OC)c2)cc1OCC | 102.0 | 0.0 | -10.7 | 29.5 | -0.8 | 1.2 | 103.0 | -9.0 | -1.6
CN1C(=O)C(O)(CC(=O)c2ccccc2O)c2cc(Br)ccc21 (configuration not stated) | 106.0 | 3.0 | 11.2 | 35.2 | 0.5 | 0.7 | 87.0 | -14.1 | 5.9
O=C(Nc1ccc(S(=O)(=O)Nc2ccccn2)cc1)c1ccc(Cl)cc1Cl | 103.0 | -2.0 | -0.7 | 7.4 | 1.6 | 0.0 | 100.0 | 31.9 | -8.0
COc1cccc(C2/C(=C(\O)c3ccc4c(c3)OCCO4)C(=O)C(=O)N2CCN(C)C)c1 (configuration not stated) | 101.0 | 0.0 | -9.9 | 5.7 | 1.1 | 1.5 | 100.0 | 18.2 | -3.5
Cn1c2c(c(=O)n(C)c1=O)C1c3ccccc3OCC1C(C)(C)O2 (configuration not stated) | 90.0 | -3.0 | 5.1 | -19.0 | -0.8 | -0.4 | 87.0 | -7.1 | 8.2
CCOC(=O)c1c(-c2ccccc2)csc1NC(=O)c1cc(S(=O)(=O)N2CCOCC2)ccc1C | 102.0 | 0.0 | -17.6 | 34.5 | -1.8 | 0.5 | 112.0 | -9.0 | -0.4
Cc1nc2ccccc2c(=O)[nH]1 | 94.0 | -3.0 | -4.0 | 19.3 | -0.4 | 0.1 | 96.0 | 2.5 | 0.6
CCOC(=O)c1cc(CC)sc1NC(=O)c1cc([N+](=O)[O-])ccc1N1CCOCC1 | 103.0 | 1.0 | -3.2 | 9.7 | -1.0 | -0.8 | 109.0 | -4.1 | -0.7
COCCN(C(=O)CCC(=O)Nc1cc(C)on1)C(C(=O)NC(C)(C)C)c1ccc(OC)cc1 (configuration not stated) | 94.0 | -8.0 | 0.8 | 9.4 | -0.3 | -0.3 | 102.0 | 34.8 | -10.8
COC(=O)Cc1nnc(NC(=O)c2ccccc2)s1 | 86.0 | -7.0 | 3.3 | 35.9 | 0.8 | 0.9 | 91.0 | -2.2 | -3.3
C=CCc1ccc(OCCn2cncn2)c(OC)c1 | 108.0 | 8.0 | 6.6 | 9.5 | -0.7 | 0.7 | 105.0 | 28.7 | -6.4
COc1ccc(/C(C)=N/NC(=O)c2nnn(-c3nonc3N)c2-c2cccs2)cc1OC | 102.0 | 1.0 | -12.9 | 34.4 | 1.5 | 0.1 | 100.0 | 38.5 | -5.7
COc1ccc(CC(=O)Nc2cccc(SC)c2)cc1OC | 107.0 | -1.0 | 0.6 | 0.3 | / | / | 112.0 | 4.4 | -7.8
Cc1cc(C(=O)CSc2nc(N)cc(=O)[nH]2)c(C)n1CCc1ccc(Cl)cc1 | 106.0 | 6.0 | -3.5 | 8.6 | -0.1 | 0.6 | 104.0 | 8.3 | 1.4
CN(C)C(=O)CSc1nnc(-c2ccc(F)cc2)c2ccccc12 | 88.0 | -19.0 | -4.0 | -10.3 | -0.4 | 0.0 | 87.0 | -19.5 | 1.9

New compounds follow
SMILES | MEKK2 WT-MEK5 | MEKK2mut PB1 HTS | GPR7 antag | NALP1 inh | OXTR agonist | V1aR counter | MEKK3 PB1 HTS | PHOSPHO1 inh | GalR3 antag
Cc1cc(NS(C)(=O)=O)c(=O)n(Cc2cccc(F)c2)c1 | 20.0*[inhibitor] | 8.0 | 0.0 | 19.8 | / | / | 98.0 | 44.7 | 4.9
CCc1ccc(OCC(=O)NCc2ccco2)c(Br)c1 | 86.0 | -8.0 | 8.7 | 17.8 | -1.4 | -1.2 | 79.0 | -2.2 | -7.8
Cc1ccc(C)c(N2CCN(S(=O)(=O)c3c(C)noc3C)CC2)c1 | 104.0 | 4.0 | -9.5 | 2.5 | -2.0 | -0.8 | 105.0 | 44.5 | 0.5
CCN(c1ccc(OC)cc1)S(=O)(=O)N1CCCC(C(=O)NCc2ccccc2Br)C1 (configuration not stated) | 101.0 | 0.0 | 8.9 | 12.0 | 2.6 | 4.7 | 96.0 | 52.9 | -0.7
CCc1ccc(NC(=O)c2sc3nc4n(c(=O)c3c2C)CCC4)cc1 | 102.0 | 4.0 | -7.8 | 3.3 | 7.5 | 9.8 | 104.0 | -16.8 | -9.0
CCN1CCN(C(=O)c2cc3c(=O)n(C)c4ccccc4c3n2C)CC1 | 91.0 | -4.0 | -16.3 | 26.1 | -0.8 | 0.0 | 88.0 | -6.0 | 0.2
CC(C)COC(=O)Nc1nnc(SCc2ccccc2F)s1 | 98.0 | -2.0 | -5.5 | 55.1 | -0.7 | -1.1 | 99.0 | 13.9 | -3.9
CCOC(=O)NC(N(O)c1cccc(Cl)c1)C(Cl)(Cl)Cl (configuration not stated) | 97.0 | -11.0 | -21.4 | -9.3 | -1.4 | 6.4 | 95.0 | 20.3 | -3.9
CCOC(=O)C1CCN(CC(=O)N2C(C)CCCC2C)CC1 (configuration not stated) | 104.0 | 10.0 | 5.1 | 20.4 | -0.5 | -0.3 | 105.0 | 11.4 | -5.1
CCOC(=O)C1=C(Cc2ccc(F)cc2)C(=O)c2ccccc2C1=O | 104.0 | 3.0 | -2.5 | -4.2 | 1.4 | 1.9 | 104.0 | 50.8 | -5.6
COc1ccc(NC(=O)C2CC(=O)N(c3ccccc3C)C2)c(OC)c1 (configuration not stated) | 98.0 | 6.0 | -2.6 | 10.2 | 0.2 | 3.2 | 99.0 | 49.2 | -7.9
CSc1ccc(/C=N/N(C)S(=O)(=O)c2ccc(C)cc2)cc1 | 104.0 | 6.0 | -20.1 | 7.7 | 1.3 | 3.3 | 101.0 | 24.8 | -10.1
Cc1ccc(S(=O)(=O)NNC(=O)c2snnc2C)cc1 | 103.0 | 2.0 | -6.1 | 37.0* | 0.9 | 1.0 | 101.0 | 12.8 | -5.8
COc1ccc(OC)c(/C=N/NC(=O)c2ccc(Cn3cc([N+](=O)[O-])cn3)o2)c1 | 104.0 | -2.0 | -8.5 | 13.9 | 0.1 | 0.9 | 101.0 | 9.3 | -3.9
COc1cccc(C(=O)C2CCCN(C(=O)CCc3scnc3C)C2)c1 (configuration not stated) | 101.0 | 4.0 | -6.8 | 9.4 | -0.3 | 0.5 | 102.0 | 15.2 | 5.9
Cc1ccc(OCCOC(=O)Nc2ccccc2)cc1 | 108.0 | 2.0 | -6.0 | 7.5 | -1.8 | 0.3 | 92.0 | -7.5 | -4.2
N#Cc1c(C(F)(F)F)cc(=O)[nH]c1SCC(=O)O | 87.0 | -9.0 | -8.9 | -1.4 | -0.1 | 0.1 | 78.0 | -29.1 | -8.5
CC(C)(C)N1C(=O)c2ccc(C(=O)O)cc2C1=O | 101.0 | 3.0 | 0.5 | -2.4 | 1.4 | 0.9 | 101.0 | 24.2 | -5.7
OCCC1CN(Cc2cccc(-c3ccco3)c2)CCN1Cc1ccsc1 (configuration not stated) | 103.0 | 4.0 | -4.8 | -11.9 | 1.8 | 0.7 | 103.0 | 23.9 | -6.2
O=C(NCCCn1ccnc1)Nc1ccc(Cl)cc1 | 101.0 | 3.0 | -2.7 | 14.5 | 0.2 | 0.4 | 99.0 | 17.7 | -4.8
O=C(COc1ccc(-c2ccccc2)cc1)NNC(=O)Nc1ccc(F)cc1F | 100.0 | 2.0 | -7.0 | 7.7 | 0.0 | -1.1 | 101.0 | 27.0 | -1.5
Cc1cc(C)c2nc(N3CCC(C(=O)NCCN4CCOCC4)CC3)sc2c1 | 111.0 | 3.0 | -9.2 | 7.0 | 4.4 | 6.3 | 102.0 | 23.9 | -1.9
O=C(N/N=C/c1ccccc1Br)C1CC1 | 95.0 | -5.0 | -7.5 | 14.8 | -2.2 | -0.3 | 99.0 | -7.7 | -6.1
O=C(CSc1n[nH]c(=O)[nH]c1=O)N/N=C/c1ccccc1O | 97.0 | -2.0 | -8.0 | 23.4 | -0.7 | 0.0 | 96.0 | 3.2 | -1.0
O=C(COC(=O)/C=C/c1ccc(F)cc1)NCc1ccco1 | 96.0 | -6.0 | 3.6 | -2.0 | 0.8 | 0.6 | 100.0 | 27.1 | -0.6
Cc1cccn2cc(-c3c[nH]c4ccccc34)nc12 | 104.0 | 0.0 | 4.7 | -6.1 | -1.9 | -0.4 | 106.0 | -10.0 | -1.2
Cc1c(CCC(=O)N2CCC[C@H]2C(=O)O)c(=O)oc2c(C)c3oc4c(c3cc12)CCCC4 | 96.0 | 4.0 | -6.0 | -5.9 | -1.3 | 0.3 | 99.0 | 18.7 | -5.9

4 compounds picked at random from the list so far, as already listed:
SMILES | MEKK2 WT-MEK5 | MEKK2mut PB1 HTS | GPR7 antag | NALP1 inh | OXTR agonist | V1aR counter | MEKK3 PB1 HTS | PHOSPHO1 inh | GalR3 antag
Cc1ccc(OCCOC(=O)Nc2ccccc2)cc1 | 108.0 | 2.0 | -6.0 | 7.5 | -1.8 | 0.3 | 92.0 | -7.5 | -4.2
COc1cccc(C(=O)C2CCCN(C(=O)CCc3scnc3C)C2)c1 (configuration not stated) | 101.0 | 4.0 | -6.8 | 9.4 | -0.3 | 0.5 | 102.0 | 15.2 | 5.9
O=C(N/N=C/c1ccccc1Br)C1CC1 | 95.0 | -5.0 | -7.5 | 14.8 | -2.2 | -0.3 | 99.0 | -7.7 | -6.1
COc1ccc(OC)c(/C=N/NC(=O)c2ccc(Cn3cc([N+](=O)[O-])cn3)o2)c1 | 104.0 | -2.0 | -8.5 | 13.9 | 0.1 | 0.9 | 101.0 | 9.3 | -3.9
